# ATG4B inhibitor: blocks human ATG4B protease cleavage of LC3 substrate; Q9Y4P1; ATG4B cleavage of LC3-PLA2, NBD-HPC fluorescence, 1 h; inhibition, % at 8.33 µM; actives 0.51% (n = 340,000); in the data active means inhibition above about 40%
# Target sequence (Q9Y4P1 whole entry, looked up): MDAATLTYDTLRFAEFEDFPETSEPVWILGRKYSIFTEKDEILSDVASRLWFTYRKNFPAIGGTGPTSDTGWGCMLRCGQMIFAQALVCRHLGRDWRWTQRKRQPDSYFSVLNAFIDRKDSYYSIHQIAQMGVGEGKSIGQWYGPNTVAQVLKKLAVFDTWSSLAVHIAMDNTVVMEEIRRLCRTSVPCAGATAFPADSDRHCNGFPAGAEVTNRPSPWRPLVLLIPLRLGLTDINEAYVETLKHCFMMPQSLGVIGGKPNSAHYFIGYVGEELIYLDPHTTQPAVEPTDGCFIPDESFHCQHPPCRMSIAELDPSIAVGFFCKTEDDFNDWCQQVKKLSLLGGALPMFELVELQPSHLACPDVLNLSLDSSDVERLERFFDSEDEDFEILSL
# A3A deaminase: human APOBEC3A DNA deaminase inhibition | P31941 | recombinant A3A, FAM/TAMRA ssDNA deamination fluorescence | inhibition, % at 20 µM | actives 0.41% (n = 330,000);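 active means at least 40% inhibition at 20 µM here, with at most 30% in a related deaminase screen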;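 further: plate controls were A3A with DMSO for no effect and wells lacking A3A enzyme for full effect; some results filed as inactive read as strong as hits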
# Target sequence (P31941 whole entry, looked up): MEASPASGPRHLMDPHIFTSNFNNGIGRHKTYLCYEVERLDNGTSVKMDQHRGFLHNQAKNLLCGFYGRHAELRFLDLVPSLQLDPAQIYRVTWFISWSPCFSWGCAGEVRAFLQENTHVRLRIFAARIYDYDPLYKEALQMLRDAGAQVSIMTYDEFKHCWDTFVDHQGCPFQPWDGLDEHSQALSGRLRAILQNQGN
# beta cell repl: inducers of beta-cell replication in MIN6 cells; MIN6 cells proliferation, ATPlite luminescence, 48 h; cells starved in 0.2% serum; 100% = growth in 10% serum; proliferation, % at 10 µM; actives 0.29% (n = 330,000); AID 2380;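 active means compounds whose signal lies at least 3.5 SD above the mean of all wells on their plate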;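 further: 0% = DMSO-treated cells in low-serum medium and 100% = 10% serum control; some compounds called inactive have numbers as strong as hits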
# mIAP activ: increases mouse intestinal alkaline phosphatase activity; muIAP, CDP-Star luminescence, 30 min; active compounds read high; 1 = vehicle-only enzyme signal, 0 = enzyme-free wells; activation factor at 10 µM; actives 0.24% (n = 330,000); AID 2805;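 active means activation factor of at least 2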; further: the source names both 10 and 20 µM as test concentration; values of inactives mirror those of a sister screen read the other way
#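 Assay system: mouse IAP enzyme / Compound: DMSO-dissolved test compounds / Timing: 30 min, room temperature / Measured by: luminescence from enzymatic CDP-Star hydrolysis / Control set: DMSO-only wells, enzyme-free buffer wells as negative control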
# MPTP block: blocks calcium-induced mitochondrial swelling | AID 602449 | isolated mouse mitochondria, Ca2+ swelling absorbance, 30 min | inhibition, % at 10 µM | actives 1.4% (n = 360,000);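 active means inhibition of 50% or more, scaled per plate between neutral and stimulator controls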;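 further: 0% = DMSO wells given calcium and 100% = 1 mM EGTA wells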
# mIAP block: mouse IAP inhibition. purified mouse IAP, CDP-Star luminescence, 30 min. inhibition, % at 10 µM. actives 0.2% (n = 330,000). AID 2806;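 active means inhibition of at least 40% at 10 µM in the primary screen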;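 further: plate controls were DMSO with enzyme for no effect and no enzyme wells for full effect; values of inactives mirror those of a sister screen read the other way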
# hIAP inh: blocks human intestinal alkaline phosphatase; P09923; purified IAP, CDP-Star luminescence, 30 min; inhibition, % at 10 µM; actives 0.12% (n = 330,000); AID 2544;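 active means inhibition reaching a set limit with compound at 10 µM in the primary screen, cut at about 35% in these data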;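 further: plate controls were DMSO wells with enzyme for no effect and no-enzyme buffer wells for full effect; values of inactives mirror those of a sister screen read the other way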
# A3G deaminase: blocks human APOBEC3G single-stranded DNA deamination. actives 0.28% (n = 330,000). AID 493012. inhibition, % at 20 µM. recombinant A3G, ssDNA deamination FAM/TAMRA fluorescence;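 active means inhibition of at least 40% at 20 µM, with no more than 30% in the related APOBEC3A deaminase screen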;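 further: plate controls were DMSO wells with A3G for no effect and wells lacking A3G enzyme for full effect; some compounds called inactive have numbers as strong as hits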
# Target sequence (Q9HC16 whole entry, looked up): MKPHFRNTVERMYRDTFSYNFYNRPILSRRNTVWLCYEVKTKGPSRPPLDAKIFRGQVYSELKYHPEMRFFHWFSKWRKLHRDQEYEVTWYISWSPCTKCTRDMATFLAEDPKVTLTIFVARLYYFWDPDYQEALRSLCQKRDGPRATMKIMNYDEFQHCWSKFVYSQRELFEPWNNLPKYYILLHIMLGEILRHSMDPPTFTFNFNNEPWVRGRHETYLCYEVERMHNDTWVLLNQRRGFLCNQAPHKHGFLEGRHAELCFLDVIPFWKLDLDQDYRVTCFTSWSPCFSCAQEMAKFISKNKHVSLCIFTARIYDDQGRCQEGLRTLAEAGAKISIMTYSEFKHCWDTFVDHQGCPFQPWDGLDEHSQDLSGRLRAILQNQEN
# hIAP act: human IAP activation; P09923; AID 2524; activation factor at 10 µM; actives 0.16% (n = 330,000); purified human IAP, CDP-Star luminescence, 30 min; active compounds read high; 1 = vehicle-only enzyme, 0 = enzyme-free background;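 active means activation factor of the enzyme at least 2-fold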; further: the source names both 10 and 20 µM as test concentration; values of inactives mirror those of a sister screen read the other way
# Active calls of the source: *; x = not tested or not shown.
1) O=C1C2C3C=CC(C3)C2C(=O)N1c1cccc(-c2nc3ccccc3o2)c1 (stereo not drawn)
2) Cc1nn(Cc2ccccc2Cl)c(C)c1NC(=O)CCCn1nc([N+](=O)[O-])c(Cl)c1C
3) CCS(=O)(=O)NCC(c1cccnc1)N1CCN(c2ccc(OC)cc2)CC1 (stereo not drawn)
4) CCOC(=O)c1c(NC(=O)COc2ccc3ccc(=O)oc3c2)sc(C(=O)N(C)C)c1C
5) COC(=O)CCC(=O)Nc1cccc2c(NC(=O)CCC(=O)OC)cccc12
6) CC(C)(C)NC(=O)C(c1ccc(F)cc1)N(Cc1ccco1)C(=O)CCC(=O)Nc1ccccn1 (stereo not drawn)

Compound	1	2	3	4	5	6
hIAP act	1.1	0.98	1	1.1	1	1
A3G deaminase	-5	-4	-6	-1	-5	-11
beta cell repl	-3	-1	-3	5	-1	3
A3A deaminase	-2	-5	-4	1	-2	-3
mIAP block	-10	3	3	-2	0	1
hIAP inh	-11	2	-2	-13	-5	-3
mIAP activ	1.1	0.97	0.97	1	1	0.99
ATG4B inhibitor	5	40	-1	-5	1	-10
MPTP block	-4.7	-2.4	-1.0	-1.5	-3.1	1.2

7) O=C(NCCc1ccccc1)C1CCN(C(=O)c2ccc(F)cc2)CC1
8) O=C(Nc1ccc(Cl)c(Cl)c1)C1CCCCC1
9) CCCCOc1ccc(C(=O)NCCOc2cccc(OC)c2)cc1
10) CCOc1ccc(-c2nc(C#N)c(NCc3ccco3)o2)cc1
11) O=C(COC(=O)c1ccc(Cl)cc1O)NC(=O)C1CCCCC1
12) O=C(NCCCn1ccnc1)c1cc(-c2ccc(Cl)cc2)nc2ccccc12

Compound	7	8	9	10	11	12
hIAP act	1.1	0.99	1	1	0.92	1.1
A3G deaminase	-5	-12	2	-8	2	1
beta cell repl	-2	-5	-1	1	0	-1
A3A deaminase	-2	-6	-1	-1	4	1
mIAP block	3	-35	-18	12	6	3
hIAP inh	-8	1	-3	-2	8	-8
mIAP activ	0.97	1.4	1.2	0.88	0.94	0.97
ATG4B inhibitor	-11	11	-10	-1	-9	4
MPTP block	1.2	50	0.5	2.8	-1.4	-1.2

13) O=C(CCNS(=O)(=O)c1ccc(OC(F)(F)F)cc1)N1CCN(S(=O)(=O)c2cccc(F)c2)CC1
14) Cc1ccc(C(=O)N/N=C/c2ccc(-c3cccc(Cl)c3)o2)cn1
15) CCOc1ccc(C2CC(c3c(O)c4ccccc4oc3=O)=NN2c2ccccc2)cc1OC (stereo not drawn)
16) Cc1ccc(-c2nc(CNC(=O)c3ccco3)cs2)cc1
17) O=C1CN(C(=O)CN2C(=O)NC(c3ccccc3)(c3ccccc3)C2=O)c2ccccc2N1
18) COc1cc(CNCc2cccs2)ccc1OCC(N)=O

Compound	13	14	15	16	17	18
hIAP act	1.1	1.5	1.1	0.92	1	0.91
A3G deaminase	-7	-13	-7	12	-3	1
beta cell repl	-1	-2	-3	-1	2	-2
A3A deaminase	-2	-5	-4	4	3	0
mIAP block	-2	1	-3	0	-6	-1
hIAP inh	-12	-48	-14	8	0	9
mIAP activ	1	0.99	1	1	1.1	1
ATG4B inhibitor	6	-5	4	-3	-14	0
MPTP block	-0.9	0.2	1.9	-0.9	0.2	-0.9

19) COc1ccc(NC(=O)CN(C)C(=O)CCSc2ccc(C)cc2)cc1
20) COc1ccc(-c2csc(N)n2)cc1
21) COc1ccc(CNC(=O)C(C)OC(=O)c2cccc(N(C)C)c2)cc1 (stereo not drawn)
22) CCOc1ccc(N=Nc2c(=O)[nH]n3c(=O)c4c([nH]c23)CCCC4)cc1
23) Nc1cc(Cl)ccc1N1CCOCC1
24) O=C(Cc1cccs1)N1CCN=C1SCc1ccc(F)cc1

Compound	19	20	21	22	23	24
hIAP act	0.98	1.2	1.2	1	0.92	0.97
A3G deaminase	-3	-8	-9	2	-2	-1
beta cell repl	-6	-1	-1	2	0	-2
A3A deaminase	0	-8	-6	3	-2	2
mIAP block	4	-1	-2	25	3	13
hIAP inh	2	-15	-19	0	8	3
mIAP activ	0.96	1	1	0.75	0.97	0.87
ATG4B inhibitor	-16	-6	-4	11	-5	-5
MPTP block	-0.3	1.2	-0.9	-10	-4.3	-1.5

25) Cc1cc(NC(=O)CSc2c[nH]c3ccccc23)no1
26) Cc1ccc(-n2c(C)nnc2SCC(=O)N2CCc3ccccc3C2)cc1
27) CCN(CC)C1CCN(C(=O)c2cc(COc3ccc(F)cc3Cl)on2)C1 (stereo not drawn)
28) CCOC(=O)C1=C(C)N=C2SC(C)C(=O)N2C1/C=C/c1ccccc1OC (stereo not drawn)
29) CCOC(=O)c1nn(-c2ccccc2Cl)c(=O)cc1OCC(=O)Nc1cccc(OC)c1
30) CCOc1ccc(NC(=O)CSc2nc3ccccc3c(=O)n2CCCC(=O)NCC2CCCO2)cc1 (stereo not drawn)

Compound	25	26	27	28	29	30
hIAP act	0.66	1.1	1	0.97	0.85	1.3
A3G deaminase	1	-7	-2	-7	-6	-5
beta cell repl	1	1	-4	-2	-1	0
A3A deaminase	-3	-1	0	-4	-2	-3
mIAP block	-3	-1	-6	3	5	-7
hIAP inh	34	-7	-3	3	15	-31
mIAP activ	1	1	1.1	0.97	0.95	1.1
ATG4B inhibitor	1	9	-8	-21	5	11
MPTP block	-0.1	1.6	1.1	-0.3	-0.5	0.0

31) Cc1cccc(NC(=O)c2ccccc2NC(=O)c2ccco2)c1
32) Cc1cccc(-n2cnc3cc(C(=O)N4CCc5ccccc54)ccc32)c1
33) CC(C)(C)c1ccc(C(=O)NCc2nnc(SCC(=O)NCC3CCCO3)o2)cc1 (stereo not drawn)
34) COCCN1C(=O)C(=O)/C(=C(/O)c2ccc(S(=O)(=O)N3CCOCC3)cc2)C1c1ccc(OC)c(OC)c1 (stereo not drawn)
35) O=C(O)/C(=C/c1ccco1)NC(=O)c1ccc(Br)o1
36) C[C@@]12CCC=C[C@H]1[C@H](c1ccccc1Br)N(Cc1ccccc1)C2=O

Compound	31	32	33	34	35	36
hIAP act	1	1	1.2	0.96	0.8	x
A3G deaminase	-6	-7	-3	-5	-2	5
beta cell repl	4	-2	-2	3	0	x
A3A deaminase	-1	-5	-1	-3	10	3
mIAP block	10	-18	14	7	10	2
hIAP inh	-1	-4	-24	4	20	x
mIAP activ	0.9	1.2	0.86	0.93	0.9	0.98
ATG4B inhibitor	-5	62*	0	9	-7	48*
MPTP block	-1.9	-1.7	0.3	-0.3	1.9	0.3

37) Cc1ccccc1CNc1nc(N)n(-c2ccccc2)n1
38) CCOc1cc(/C=N\NC(=O)c2ccc(NC(=O)C(C)(C)C)cc2)ccc1OC(=O)c1ccc(C)cc1
39) CCOC(=O)CC(NS(=O)(=O)c1ccc(OC)c(C)c1)c1cccc([N+](=O)[O-])c1 (stereo not drawn)
40) Cc1cc(C)n(S(=O)(=O)c2cc(C)c(C)cc2C)n1
41) C/C(=N\N=C1/NC(=O)C(C)S1)c1ccc([N+](=O)[O-])cc1 (stereo not drawn)
42) Cc1ccc(S(=O)(=O)N2CCCC2C(=O)NC2CCCCC2)cc1 (stereo not drawn)

Compound	37	38	39	40	41	42
hIAP act	0.94	1	1	1	0.97	0.95
A3G deaminase	-8	-6	-7	-3	7	-1
beta cell repl	1	-4	0	-2	0	-5
A3A deaminase	-2	-5	-5	-3	2	6
mIAP block	4	-4	9	-3	9	-5
hIAP inh	6	-5	-2	-5	3	5
mIAP activ	0.96	1	0.91	1	0.91	1.1
ATG4B inhibitor	-2	4	-17	-13	-2	-5
MPTP block	0.4	-0.1	0.3	0.8	0.8	0.6

43) CCOC(=O)N1CCN(C(=O)c2cc3cc(Br)ccc3oc2=O)CC1
44) CCNNC(=O)C(O)(c1cccc(C)c1)c1cccc(C)c1
45) CCn1ncc([N+](=O)[O-])c1C(=O)Nc1c(C)nn(Cc2ccc(F)cc2)c1C
46) Oc1ccc(C[C@@H]2CNCCN2CCC23CC4CC(CC(C4)C2)C3)cc1
47) CN(C(=O)C1CCC(=O)N(Cc2ccccc2F)C1)C1CCOCC1 (stereo not drawn)
48) COc1cccc(/C=C/C(=O)OCC(=O)N2CCCc3ccccc32)c1

Compound	43	44	45	46	47	48
hIAP act	1	0.94	0.88	1	0.96	0.92
A3G deaminase	-8	-10	-4	5	-2	-10
beta cell repl	4	-2	-2	-8	-1	6
A3A deaminase	0	-2	1	4	0	-2
mIAP block	-8	1	-2	-2	-3	-2
hIAP inh	-2	6	12	-3	4	8
mIAP activ	1.1	0.99	1	1	1	1
ATG4B inhibitor	5	-9	3	-5	14	3
MPTP block	-1.0	-0.1	-0.4	0.7	-1.2	-1.2

49) O=C(CSc1ncnc2c1cnn2-c1ccc(F)cc1)NCc1ccc2c(c1)OCO2
50) CCOC(=O)C(C)(C)n1nnc(-c2ccc([N+](=O)[O-])cc2)n1
51) O=c1nccc(N/N=C/c2cccc(O)c2)[nH]1
52) Cc1nc(N=C(N)N)nc2c(C)cccc12
53) O=C(c1cccs1)N1CCC(c2nc3c(nnn3Cc3ccccc3Cl)c(=O)[nH]2)CC1
54) CC(OC(=O)C1CC(=O)N(Cc2ccco2)C1)C(=O)Nc1ccccc1[N+](=O)[O-] (stereo not drawn)

Compound	49	50	51	52	53	54
hIAP act	1	1.1	0.99	1	1.1	1
A3G deaminase	-10	2	-5	10	8	-5
beta cell repl	0	-3	0	-1	-3	1
A3A deaminase	-4	1	0	23	0	-3
mIAP block	8	3	3	5	-7	1
hIAP inh	-2	-12	1	-2	-8	-2
mIAP activ	0.92	0.97	0.97	0.95	1.1	0.99
ATG4B inhibitor	-1	-1	-1	-6	-7	-4
MPTP block	5.0	2.3	3.6	-0.4	-1.8	-1.3

55) CCN(CC(=O)NC(=O)NC1CCCCC1)Cc1ccccc1
56) Cc1cccc(NC(=O)N(Cc2cc3cc(C)cc(C)c3[nH]c2=O)CC2COCCO2)c1 (stereo not drawn)
57) N/C(Cc1ccc(Cl)cc1Cl)=N\OC(=O)c1ccc(Br)o1
58) COc1ccccc1-c1nnc(SCC(=O)NC2CCCCC2)o1
59) O=C(CCN1C(=O)[C@@H]2Cc3ccccc3CN2C1=O)N[C@@H](C(=O)O)c1ccccc1
60) CN(C)C(=O)CCC(=O)N1CCCC(C(=O)c2ccc3c4c(cccc24)CC3)C1 (stereo not drawn)

Compound	55	56	57	58	59	60
hIAP act	1.1	0.97	1	1	0.83	0.87
A3G deaminase	-5	-1	-4	-9	-8	-3
beta cell repl	-3	-1	-5	-1	-2	-2
A3A deaminase	-2	6	0	-2	-4	1
mIAP block	0	-8	2	-1	-6	-5
hIAP inh	-5	3	-3	-3	17	13
mIAP activ	1	1.1	0.98	1	1.1	1
ATG4B inhibitor	9	-7	34	0	-21	7
MPTP block	-0.5	-0.9	3.3	-1.3	-3.2	-1.1

# Compound activity (PubChem BioAssay)
